Screening results deposited in PubChem by Broad Institute.
Xi reactivation: X-chromosome reactivation activator. activation, % at 7.58 µM. 360,000 tested, 0.055% active. XiGFP mouse fibroblasts, % GFP-positive cells imaging, 3 d; cells co-treated with 5-aza-dC sensitizer; scaled so ellipticine positive control = 100%;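 active = mean normalized replicate activation at least 10% and every replicate at or above 10%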;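 also: 0% = median of on-plate neutral control wells and 100% = ellipticine 6 µM median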
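Material: SV40-immortalized XiGFP fibroblast cells, line 68-5-11 | Buffer or medium: DMEM containing 5-aza-dC | Dosing: One concentration, pinned | Times: 3 d treatment, 15 min room-temperature fixation | Controls: Ellipticine 6 µM positive control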
RAD54 inh: blocks human RAD54 Holliday junction branch migration. AID 602329. FAM/BHQ fluorescence. Q92698. inhibition, % at 10.4 µM. 360,000 tested, 0.14% active;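 active = mean normalized replicate activity at least 40 and at least half of replicates scoring 40 or more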;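 also: 0% = median of neutral control wells and 100% = median of positive control wells; inhibitors cause a drop in the FAM fluorescence signal; in these data hits start at about 50%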
Target sequence (Q92698 whole entry, looked up): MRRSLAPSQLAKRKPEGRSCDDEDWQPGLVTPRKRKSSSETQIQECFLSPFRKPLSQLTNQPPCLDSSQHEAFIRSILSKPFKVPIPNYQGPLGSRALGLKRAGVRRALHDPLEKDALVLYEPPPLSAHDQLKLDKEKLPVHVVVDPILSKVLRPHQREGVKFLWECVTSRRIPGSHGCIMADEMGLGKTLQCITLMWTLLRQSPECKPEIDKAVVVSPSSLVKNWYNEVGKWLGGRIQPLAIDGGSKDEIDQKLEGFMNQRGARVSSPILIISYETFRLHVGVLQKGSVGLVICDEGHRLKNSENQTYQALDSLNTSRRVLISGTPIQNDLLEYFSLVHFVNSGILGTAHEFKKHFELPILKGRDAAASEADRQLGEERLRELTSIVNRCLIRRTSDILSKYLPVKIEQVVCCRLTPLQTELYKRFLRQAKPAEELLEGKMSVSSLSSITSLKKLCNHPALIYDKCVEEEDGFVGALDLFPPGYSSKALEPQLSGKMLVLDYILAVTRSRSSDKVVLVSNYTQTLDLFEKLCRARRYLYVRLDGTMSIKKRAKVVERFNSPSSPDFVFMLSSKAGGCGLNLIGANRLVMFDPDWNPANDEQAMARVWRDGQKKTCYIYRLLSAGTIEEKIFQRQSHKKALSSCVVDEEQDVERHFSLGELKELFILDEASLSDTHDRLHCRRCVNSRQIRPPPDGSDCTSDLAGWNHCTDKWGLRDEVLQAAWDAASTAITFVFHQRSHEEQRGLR
esBAF inh: inhibitors of esBAF chromatin remodeling in mouse ES cells; Bmi1-luciferase knock-in reporter, 24 h; 100% = twice the neutral-well signal; reporter increase, % at 12.5 µM; 350,000 tested, 2% active; AID 602393; in the data active = activation above about 40%;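 also: 0% = median of the plate's neutral control wells and 100% = double that signal; a rise in the Bmi1 reporter signal indicates esBAF inhibition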
* hit, by the source's call; . = no result given; & = joins results of further samples.

[1] CCOc1ccc(C(=O)NC(=S)Nc2ccc(NC(=O)C(C)C)cc2)cc1[N+](=O)[O-]
[2] Cc1ccc(NC(=O)CSC2=NCCN2)cc1
[3] Brc1ccc(Cn2c(-c3ccc(Br)o3)nc3ccccc32)o1
[4] O=C(COc1cccc2ccccc12)N/N=C/C=C/c1ccccc1
[5] Cc1noc(C)c1S(=O)(=O)N(C)C[C@H]1Oc2c(NC(=O)c3nc4ccccc4s3)cccc2C(=O)N([C@H](C)CO)C[C@H]1C
[6] Cc1nc(NC(=O)c2cccc(-c3cc4ccccc4oc3=O)c2)ccc1Br

assay / entry	1	2	3	4	5	6
Xi reactivation	0.3	0.2	0.0	0.2	0.2	0.2
RAD54 inh	.	.	.	.	.	.
esBAF inh	.	.	.	.	.	.

[7] CSCc1ccc(C(=O)Nc2cccc(C)c2C)cc1
[8] COc1ccc(/C(N)=N/OC(=O)Cc2ccccc2[N+](=O)[O-])cc1
[9] O=C(O)CCCNc1c(C(=O)Nc2ccc(Cl)cc2)cc([N+](=O)[O-])cc1[N+](=O)[O-]
[10] COc1ccc(C(=O)c2cc([N+](=O)[O-])ccc2N2CCCC2)cc1
[11] CS(=O)(=O)Oc1ccc(Br)cc1/C=C1/N=C(c2ccco2)OC1=O
[12] COc1ccc(C(=O)NNC2=CC(=O)CC(C)(C)C2)cc1OC

assay / entry	7	8	9	10	11	12
Xi reactivation	0.1	0.0	0.1	0.0	-0.1	0.1
RAD54 inh	.	.	.	.	.	.
esBAF inh	.	.	.	.	.	.

[13] O=C(NC(=S)Nc1ccccc1N1CCOCC1)c1ccc(-c2cc(Cl)ccc2Cl)o1
[14] O=C(O)C12C[C@H]3C[C@@H](C1)CC(n1ncc(N4CCN(c5ccccc5)CC4)c(Cl)c1=O)(C3)C2
[15] CCN1CCN(Cc2c(O)ccc3c2O/C(=C\c2ccc(C)cc2)C3=O)CC1
[16] O=C(NC1=C(Nc2ccc(F)cc2)C(=O)c2ccccc2C1=O)c1ccc(Cl)cc1
[17] CCS(=O)(=O)N1CC2(CN(C(=O)NC(C)C)[C@@H](CO)c3c2c2ccc(OC)cc2n3C)C1
[18] CC(C)NC(=O)N(C)C[C@@H]1Oc2c(N)cccc2C(=O)N(C)C[C@H]1C

assay / entry	13	14	15	16	17	18
Xi reactivation	0.6	0.0	0.0	0.1	0.0	0.0
RAD54 inh	.	.	.	.	.	.
esBAF inh	.	.	.	.	.	.

Rewritten as tab-separated lines: part of the list above.
no.	structure	Xi reactivation	RAD54 inh	esBAF inh
15	CCN1CCN(Cc2c(O)ccc3c2O/C(=C\c2ccc(C)cc2)C3=O)CC1	0.0	.	.
16	O=C(NC1=C(Nc2ccc(F)cc2)C(=O)c2ccccc2C1=O)c1ccc(Cl)cc1	0.1	.	.

(continued)
[19] CC(C)NC(=O)N(C)C[C@@H]1Oc2ccc(N)cc2CC(=O)N(C)C[C@H]1C
[20] CC(=O)N1[C@@H]2CN(S(C)(=O)=O)C[C@H]1C2c1ccc(Br)cc1 (some centres undefined)
[21] Cc1cccc(NC2=C/C(=N/S(=O)(=O)c3cccs3)c3ccccc3C2=O)c1
[22] CCCC(=O)N1CC2(CCN(C(=O)NC(C)C)CC2)c2c(n(C)c3cc(OC)ccc23)[C@@H]1CO
[23] COc1ccccc1-n1c2nc3ccccc3nc2c2c(=O)n(-c3cc(C)cc(C)c3)cnc21
[24] C[C@H]1CN(C)C(=O)c2cc(N(C)C)ccc2O[C@@H]1CN(C)C(=O)OC(C)(C)C

assay / entry	19	20	21	22	23	24
Xi reactivation	-0.1	0.2&-0.1	-0.1	0.3	0.0	0.3
RAD54 inh	.	.	.	.	.	.
esBAF inh	.	.	.	.	.	.

[25] CNC[C@@H]1Oc2ccc(NC(=O)NC(C)C)cc2C(=O)N(C)C[C@H]1C
[26] CC(C)NC(=O)N(C)C[C@H]1Oc2ccc(NS(C)(=O)=O)cc2C(=O)N(C)C[C@@H]1C
[27] CNC(=S)N/N=C/c1cn(Cc2c(F)cccc2Cl)c2ccccc12
[28] COc1ccccc1OCCCOc1ccc(C)cc1Br
[29] CCOc1ccc(Oc2ccc(C(F)(F)F)cc2N)cc1
[30] O=[N+]([O-])c1ccc(N2CCNCC2)cc1Sc1nc2ccccc2[nH]1

assay / entry	25	26	27	28	29	30
Xi reactivation	0.1	-0.1	-0.1	-0.1	0.0	0.0
RAD54 inh	.	.	.	.	.	.
esBAF inh	.	.	.	.	.	.

[31] CCc1cc(OCCOCCN(C)C)ccc1Cl
[32] O=C1CCC([N+](=O)[O-])C(c2ccc(Br)cc2)N1 (centres undefined)
[33] Cc1cc(C)nc(NS(=O)(=O)c2ccc(NC(=O)c3ccc(S(=O)(=O)N4CC(C)OC(C)C4)cc3)cc2)n1 (centres undefined)
[34] COc1ccc(-c2nsc3c(SCc4ccccc4)ncnc23)cc1
[35] COc1ccc2c3c(n(C)c2c1)[C@H](CO)NCC31CCN(C(=O)c2ccccc2)CC1
[36] C[C@H]1COCc2cn(nn2)CCCC(=O)N1

assay / entry	31	32	33	34	35	36
Xi reactivation	-0.1	-0.1	0.1	0.2	0.0	0.3
RAD54 inh	.	.	.	.	.	.
esBAF inh	.	.	.	.	.	.

[37] O=C(Nc1ccc2c(c1)CCC2)c1ccccc1F
[38] COc1cc(C(=O)N/N=C/c2cc([N+](=O)[O-])cs2)cc(OC)c1OC
[39] C[C@@H]1CN(C)C(=O)c2cc(N)ccc2O[C@@H]1CN(C)C
[40] O=[N+]([O-])c1cc(-c2nc3nc4ccccc4nc3n2CCc2ccccc2)cc([N+](=O)[O-])c1
[41] O=C(C[C@H]1C[C@H]2c3cc(NC(=O)Nc4ccc(C(F)(F)F)cc4)ccc3O[C@H]2[C@@H](CO)O1)NCc1cccnc1
[42] CC(C)NC(=O)N(C)C[C@@H]1Oc2ccccc2CC(=O)N(C)C[C@H]1C

assay / entry	37	38	39	40	41	42
Xi reactivation	0.6	2.2	0.1	2.2	0.4	0.2
RAD54 inh	.	.	.	.	.	.
esBAF inh	.	.	.	.	.	.

[43] CC[C@H]1C/C=C\C[C@H](CC)NC(=O)[C@H](C)CC(=O)N1
[44] COc1ccc(/C=N/NC(=O)c2cccc(NC(=O)c3ccc(Cl)cc3)c2)c(OC)c1
[45] COC(=O)C(CCSC)NS(=O)(=O)c1ccc(Cl)cc1 (centres undefined)
[46] CCC(=O)N[C@@H]1CC[C@H](CC(=O)NCC2CC2)O[C@@H]1CO
[47] C/C(=N\NC(=O)C1CC1(C)c1ccccc1)c1ccco1 (centres undefined)
[48] CCS(=O)(=O)N1Cc2ccccc2CC1C(=O)Nc1nnc(SCc2ccc(F)cc2)s1 (centres undefined)

assay / entry	43	44	45	46	47	48
Xi reactivation	0.1	0.2	0.0	0.2	0.1	-0.1
RAD54 inh	.	.	.	.	.	.
esBAF inh	.	.	.	.	.	.

[49] C[C@H]1CC=CC[C@@H](c2ccc3c(c2)OCO3)NC(=O)[C@H](Cc2ccccc2)N(C)C(=O)c2ccccc2O1 (mixture of isomers)
[50] C=C(C)CNC(=S)N/N=C/C1=CCC2CC1C2(C)C (centres undefined)
[51] CC(C)(C)c1ccc(C(=O)N/C(=C/c2cccs2)C(=O)NCc2ccco2)cc1
[52] O=C(O)CCCN1C(=O)/C(=C/c2cn(-c3ccccc3)nc2-c2cccs2)SC1=S
[53] CC(C)(CSc1ccccn1)NS(=O)(=O)c1ccccc1
[54] NC(=S)N=Nc1c(O)n(Cc2ccc(F)cc2)c2ccccc12

assay / entry	49	50	51	52	53	54
Xi reactivation	0.2	0.0	0.1	-0.1	0.0	0.5
RAD54 inh	.	.	.	.	.	.
esBAF inh	.	.	.	.	.	.

[55] CC(C)CSC1=NSC2=NC(=O)/C(=C\c3cccs3)C(=N)N12
[56] CCOC(=O)c1c(NC2=NS(=O)(=O)c3ccccc32)sc2c1CCC(C)C2 (centres undefined)
[57] CCC(=O)N1CC2(CN(Cc3nccs3)C2)c2c(n(C)c3cc(OC)ccc23)[C@@H]1CO
[58] CCOC(=O)/C(N=Nc1c(C)n(C)n(-c2ccccc2)c1=O)=C(\C)O
[59] Cc1ccccc1N1CCN(c2ccc(NC(=O)C3CCCCC3C(=O)O)cc2)CC1 (centres undefined)
[60] N#Cc1ccsc1NC(=O)CN1CCN(S(=O)(=O)c2cc(Cl)ccc2Cl)CC1

assay / entry	55	56	57	58	59	60
Xi reactivation	0.1	-0.1	0.2	0.0	0.1	-0.1
RAD54 inh	.	.	.	.	.	.
esBAF inh	.	.	.	.	.	.

Of the compounds above, 6 contain bromine:
[3] Brc1ccc(Cn2c(-c3ccc(Br)o3)nc3ccccc32)o1
[6] Cc1nc(NC(=O)c2cccc(-c3cc4ccccc4oc3=O)c2)ccc1Br
[11] CS(=O)(=O)Oc1ccc(Br)cc1/C=C1/N=C(c2ccco2)OC1=O
[20] CC(=O)N1[C@@H]2CN(S(C)(=O)=O)C[C@H]1C2c1ccc(Br)cc1 (some centres undefined)
[28] COc1ccccc1OCCCOc1ccc(C)cc1Br
[32] O=C1CCC([N+](=O)[O-])C(c2ccc(Br)cc2)N1 (centres undefined)

assay / entry	3	6	11	20	28	32
Xi reactivation	0.0	0.2	-0.1	0.2&-0.1	-0.1	-0.1
RAD54 inh	.	.	.	.	.	.
esBAF inh	.	.	.	.	.	.

(list continues)
[61] CC(C)COP(=O)(CNC(=O)CN1C(=O)c2ccccc2S1(=O)=O)OCC(C)C
[62] CC[C@@H]1C/C=C\C[C@@H](c2ccc(OC)cc2OC)NC(=O)[C@@H](C)CC(=O)N1
[63] COc1ccc([C@H]2CC=CC[C@H](C)Oc3ccccc3C(=O)N(C)[C@H](C(C)C)C(=O)N2)c(OC)c1 (mixture of isomers)
[64] CNC(=O)COc1ccc(C=O)cc1OC
[65] CC(C)Cn1c(-c2ccc(Br)o2)n[nH]c1=S
[66] CNC[C@H]1Oc2ccc(NS(C)(=O)=O)cc2CC(=O)N(C)C[C@@H]1C

assay / entry	61	62	63	64	65	66
Xi reactivation	-0.1	0.0	0.1	0.6	-0.1	0.3
RAD54 inh	.	.	.	.	.	.
esBAF inh	.	.	.	.	.	.

[67] CC(=O)c1ccc(S(=O)(=O)Nc2ccc(-c3cn4c(n3)SCC4)cc2)cc1
[68] CC(C)NC(=O)N(C)C[C@H]1Oc2ccccc2C(=O)N(C)C[C@@H]1C
[69] O=S(=O)(c1ccccc1)N1CCN=C1SCc1ccc(Cl)c(Cl)c1
[70] O=C(O)c1ccccc1SC1CC(=O)N(c2ccccc2)C1=O (centres undefined)
[71] CCOc1ccc(/C=C/C(=O)Nc2ccccc2C(F)(F)F)cc1
[72] CC(=O)c1ccc(OCC(=O)c2ccc(-c3ccccc3)cc2)cc1

assay / entry	67	68	69	70	71	72
Xi reactivation	0.0	0.4	-0.1	-0.1	0.4	0.4
RAD54 inh	.	.	.	.	.	.
esBAF inh	.	.	.	.	.	.

[73] COc1cc(OC)c(-c2noc(C(=O)OC(C)(C)C)c2C(=O)OC(C)(C)C)c(OC)c1
[74] CNC[C@H]1Oc2ccc(N(C)C)cc2CC(=O)N(C)C[C@@H]1C
[75] Cc1c(N/C(=N/S(=O)(=O)c2ccc(Cl)cc2)c2ccccc2)c(=O)n(-c2ccccc2)n1C
[76] O=C(N/N=C/c1ccc(N2CCOCC2)o1)c1ccccc1[N+](=O)[O-]
[77] CS/C(=N\S(=O)(=O)c1cccs1)Nc1ccc(F)cc1
[78] Cc1ccc(N/N=C(\C#N)C(N)=S)c(C)c1

assay / entry	73	74	75	76	77	78
Xi reactivation	-0.1	0.2	0.1	0.0	0.1	0.1
RAD54 inh	.	.	.	.	.	.
esBAF inh	.	.	.	.	.	.

Some values from the list.
Value of CCC(=O)N1CC2(CN(Cc3nccs3)C2)c2c(n(C)c3cc(OC)ccc23)[C@@H]1CO in Xi reactivation: 0.2
Value of CSCc1ccc(C(=O)Nc2cccc(C)c2C)cc1 in Xi reactivation: 0.1

Continuation.
[79] O=C(N/N=C/c1cc(Cl)ccc1O)c1ccc(Br)cc1
[80] O=C(CCCc1nc2ccccc2s1)NC(c1ccccc1)c1ccccc1
[81] C[C@@H]1CN(C)C(=O)c2cccc(N)c2O[C@@H]1CN(C)C
[82] COc1cccc(C(=O)NCC(=O)OCC(=O)Nc2cc(OC)c([N+](=O)[O-])cc2C)c1
[83] CNC(=S)N1CCc2ccccc2C1
[84] CC(OCc1ccccc1)C(NC(=O)OC(C)(C)C)C(=O)NCC1CCCO1 (centres undefined)
[85] Cc1ccc(NC(=O)C2COc3ccccc3O2)nc1 (centres undefined)
[86] COc1cc(C(=O)NCc2nnc(SCC(=O)NCc3ccccc3)o2)cc(OC)c1OC

assay / entry	79	80	81	82	83	84	85	86
Xi reactivation	-0.1	-0.1	0.3	0.0	0.2	.	.	.
RAD54 inh	.	.	.	.	.	5	6	11
esBAF inh	.	.	.	.	.	1	30	0

Only part of the results is shown (hit frequency here may not be typical).
